Bioassay records as filed in PubChem BioAssay.
Pol eta inh = inhibitors of human DNA polymerase eta | recombinant Pol eta, fluorescent DNA replication assay | Potency, µM (highest dose often 114 µM), for inactives: at the top dose activity change, negative = inhibition, hits mostly inhibitors | actives 1.2% (n = 390,000) | AID 588591; note: potency is the fitted concentration of half-maximal effect; % is set by controls: 0 for no effect and ±100 for the full control effect
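Fluorescent replication assay: 50 nM final substrate added after a 15 min room-temperature compound preincubation with 10 nM enzyme. Signal taken at 0 min and again at 10 min.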
HP1b binding inh = inhibitors of HP1-beta chromodomain binding to methylated histone tails. AlphaScreen HP1-beta / biotin-H3K9me3 peptide binding. Potency, µM (doses to about 114 µM), without a hit: top-dose activity change, negative = inhibition, usual class: inhibitors. actives 0.56% (n = 390,000); note: potency is the fitted concentration of half-maximal effect; nearly all actives have a fitted effect of over 70% in size; inactives centre near 23
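HP1-beta protein (50 nM final) preincubated 30 min at room temperature with biotinylated H3(1-18)K9me3 peptide (50 nM) in PBS pH 7.4, 0.01% Tween-20, then compound added for 30 min. AlphaScreen streptavidin donor/nickel chelate acceptor beads (10 ug/mL final), 30 min dark, luminescence read.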
BAZ2B block = BAZ2B (human) inhibition; Q9UIF8; AlphaScreen BAZ2B-H3K14Ac peptide displacement; Potency, µM (series often up to 114 µM), inactives show at the highest dose activity change, negative = inhibition, actives largely listed as inhibitors; actives 4.4% (n = 360,000); AID 504333; note: potency is the fitted concentration of half-maximal effect; % is set by controls: 0 for no effect and ±100 for the full control effect; nearly all actives have a fitted effect of over 60% in size
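Compounds, titrated to a top concentration of 110 uM, were incubated 30 min at room temperature with preformed BAZ2B/acetyl-K14 H3 peptide complex (50 nM each). Proximity signal was measured by AlphaScreen after 20 min with beads.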
Pin1 inhibitor = human Pin1 inhibition. Q13526. actives 0.009% (n = 390,000). Pin1 FP peptide displacement, HiFluor488, 10 min. Potency, µM (titrated, usually from 115 µM), for inactives: at the top dose activity, negative = inhibition, hits mostly inhibitors; active = well fitted inhibition curve with a large enough effect in the polarisation, with a control signal flat, not every such curve was filed as active; inconclusive = small, poorly fitted or top-dose-only effect, or effect the other way, or a change in a side signal; inactive = no such curve, though single readings can be large or run the other way; the % refers to the polarisation; note: potency is the fitted concentration of half-maximal effect; % is set by controls: 0 for no effect and ±100 for the full control effect
Target sequence (Q13526 whole entry, looked up): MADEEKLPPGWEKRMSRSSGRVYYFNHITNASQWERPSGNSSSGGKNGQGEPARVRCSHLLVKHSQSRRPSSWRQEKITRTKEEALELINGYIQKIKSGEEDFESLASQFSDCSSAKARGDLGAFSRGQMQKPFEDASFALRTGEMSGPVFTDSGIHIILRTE
GLS inhibitor = inhibitors of human glutaminase (GLS) | O94925 | GLS enzymatic activity, qHTS titration | actives 0.21% (n = 410,000) | AID 624170 | Potency, µM (titrated, usually from 45.5 µM), without a hit: at the highest dose activity change, negative = inhibition, hits mostly inhibitors; note: potency is the fitted concentration of half-maximal effect; % is set by controls: 0 for no effect and ±100 for the full control effect
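Two-point fluorescence kinetic (t0, 30 min RT) for hKGA; glutamate detected via glutamate oxidase–HRP–Amplex Red. Substrate: 1 mM L-glutamine solution; buffer 45 mM KH2PO4, pH 8.2.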
PGK inhibitor = blocks T. brucei phosphoglycerate kinase | P07378 | PGK/GAPDH coupled, Kinase-Glo luminescence, 60 min | Potency, µM (titrated, usually from 57.5 µM), for the others: at the top dose activity change, negative = inhibition, most hits filed as inhibitors | actives 0.043% (n = 380,000); note: potency is the fitted concentration of half-maximal effect; % is set by controls: 0 for no effect and ±100 for the full control effect; nearly all actives have a fitted effect of over 60% in size
Target sequence (P07378 whole entry, looked up): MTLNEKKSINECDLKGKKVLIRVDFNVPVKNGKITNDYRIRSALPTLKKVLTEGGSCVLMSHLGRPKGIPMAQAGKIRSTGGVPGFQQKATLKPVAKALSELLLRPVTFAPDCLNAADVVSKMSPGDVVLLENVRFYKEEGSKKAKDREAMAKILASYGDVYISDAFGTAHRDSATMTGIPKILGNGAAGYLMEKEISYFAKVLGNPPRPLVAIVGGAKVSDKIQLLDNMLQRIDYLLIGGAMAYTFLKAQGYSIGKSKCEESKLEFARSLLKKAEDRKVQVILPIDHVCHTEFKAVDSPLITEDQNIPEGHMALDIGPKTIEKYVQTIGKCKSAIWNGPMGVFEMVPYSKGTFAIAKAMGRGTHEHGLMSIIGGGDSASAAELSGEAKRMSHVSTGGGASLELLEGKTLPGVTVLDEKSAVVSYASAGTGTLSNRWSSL
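Recombinant glycosomal PGK reaction used 1,3-bisphosphoglycerate generated in-well by GAPDH (100nM final) in 100mM TEA pH 7.6, 5mM MgCl2, 0.01% Tween-20. After 60 minutes at room temperature, ATP was read by Kinase-Glo Plus luminescence end-point.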
JMJD2A Tudor = JMJD2A Tudor domain (human) inhibition | O75164 | AlphaScreen JMJD2A-Tudor / H3K4me3 peptide binding | Potency, µM (doses to about 114 µM), for the others: at the top dose activity change, negative = inhibition, hits mostly inhibitors | actives 4.4% (n = 390,000) | AID 504339; note: potency is the fitted concentration of half-maximal effect; % is set by controls: 0 for no effect and ±100 for the full control effect; nearly all actives have a fitted effect of over 50% in size
PI4K2A inh = blocks human PI4K2A kinase activity | purified PI4K2A, ADP-Glo luminescence, 1 h; hits give low values | activity change, negative = inhibition, % at 76.9 µM | actives 0.13% (n = 420,000) | Q9BTU6; in the data active = activity change below about -50%; inconclusive = mostly about -30% to -49%;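 note: -100% = wells without enzyme as full effect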
Target sequence (Q9BTU6 whole entry, looked up): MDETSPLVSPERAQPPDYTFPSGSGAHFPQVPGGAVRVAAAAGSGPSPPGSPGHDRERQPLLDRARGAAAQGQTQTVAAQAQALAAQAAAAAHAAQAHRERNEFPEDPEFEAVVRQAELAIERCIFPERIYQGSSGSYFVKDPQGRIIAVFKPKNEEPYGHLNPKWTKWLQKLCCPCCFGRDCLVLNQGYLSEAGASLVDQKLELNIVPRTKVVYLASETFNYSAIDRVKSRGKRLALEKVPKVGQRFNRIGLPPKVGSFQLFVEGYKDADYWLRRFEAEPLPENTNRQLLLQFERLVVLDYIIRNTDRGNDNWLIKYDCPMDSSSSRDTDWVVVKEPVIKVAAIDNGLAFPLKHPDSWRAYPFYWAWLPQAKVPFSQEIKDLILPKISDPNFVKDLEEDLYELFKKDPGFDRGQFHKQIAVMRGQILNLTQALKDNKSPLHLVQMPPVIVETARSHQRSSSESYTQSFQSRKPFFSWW
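Compounds are screened against recombinant PI4K2A using PI as substrate and ATP, the latter dispensed at 300 microM. Reactions run one hour at ambient temperature before ADP-Glo detection; full inhibition defined by wells lacking enzyme.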
G9a inh = blocks human histone lysine methyltransferase G9a | G9a H3K9 monomethylation, AlphaScreen, 2 h | actives 8.8% (n = 350,000) | AID 504332 | Potency, µM (doses to about 102 µM), inactives show at the top dose activity, negative = inhibition, actives largely listed as inhibitors; note: potency is the fitted concentration of half-maximal effect; % is set by controls: 0 for no effect and ±100 for the full control effect; nearly all actives have a fitted effect of over 75% in size
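AlphaScreen read-out: biotin-H3K9 peptide (500 nM) methylation by 20 nM enzyme with 20 uM SAM, 2 h at room temperature after 15 min compound preincubation; anti-monomethyl H3K9 antibody plus donor/acceptor beads, 10 min dark.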
An asterisk follows results filed as active; i = inactive; ? = inconclusive; . = no result given; [ ] = remark or other dose. Unless noted, calls come from the whole dose curve; as a rule, active = well fitted curve in the direction sought with a large enough effect; inconclusive = small, poorly fitted or top-dose-only effect, or another doubt; inactive = no such curve, though single readings can be large; an effect the other way counts as inactive or inconclusive.

Order of values – Pol eta inh | HP1b binding inh | BAZ2B block | Pin1 inhibitor | GLS inhibitor | PGK inhibitor | JMJD2A Tudor | PI4K2A inh | G9a inh
#1 CCC(C)NC(=S)NNC(=O)c1ccncc1 (centres undefined)
→ 3.6% | 53.3%[activator] | . | 1.5% | 31.5% | 0.3% | -11.2% | 2.3 | 56.4%[activator]
#2 COc1ccc(C)cc1NC(=O)NCCn1nnc2cc(S(=O)(=O)N(C)C)ccc21
→ -13.9% | 17.2% | -8.9% | -1.7% | 3.8% | -0.1% | -9.9% | -2.2 | 24.4%[59 µM]
#3 C/C(=N\N(Cc1ccccc1)c1ccccc1)c1ccncc1
→ -4.4% | -9.0% | ? | -8.2% | 6.3% | 0.8% | ? | -0.8 | ?
#4 COc1ccc(OC)c(NC(=O)CN2CCc3ccccc3C2)c1
→ -15.1% | 4.8% | ? | -5.9% | 0.4% | 7.2% | -14.4% | 1.3 | ?
#5 CCOc1ccc(-c2cccc(NC(=O)COc3ccc(Cl)cc3)c2)nn1
→ -15.1% | 24.0% | -6.4% | -3.2% | -2.6% | -3.4% | -12.0% | -2.1 | 9.4%
#6 Cc1cc(-n2c(SCc3ccccc3F)nc3n[nH]c(C)c3c2=N)ccc1Cl
→ 3.8% | 17.7% | 11.4% | 2.6% | 0.5% | -3.0% | -21.9% | 0.1 | 9.2%
#7 COc1ccccc1N(C(=O)CNC(=O)c1ccco1)C(C(=O)NC1CCCCC1)c1ccncc1 (centres undefined)
→ 0.6% | 15.1% | 4.7% | -2.9% | -7.0% | -7.0% | 1.7% | -0.8 | -21.0%
#8 COc1ccc2c(c1)c1c(c(=O)n(-c3ccc(OC)c(OC)c3)c(=O)n1CC(=O)N1CCCC1)n2C
→ -10.9% | 9.1% | -17.9% | 2.4% | 7.6% | 1.4% | -9.3% | 3.7 | -31.5%[59 µM]
#9 Cc1ccc(OCc2nnc(N)s2)cc1C
→ -14.8% | -4.0% | -3.2% | 0.2% | 0.9% | i | 9.7% | 1.3 | ?
#10 COc1ccc(C(=O)N2CCN(C(=O)c3ccco3)CC2)cc1OC
→ -12.2% | 29.9% | 12.5% | -8.0% | -2.9% | i | 0.0% | 5.8 | ?
#11 O=C(Nc1ccccc1)Nc1cccc(C(F)(F)F)c1
→ -18.8% | 37.2%[activator] | -1.0% | 2.3% | 12.7% | -9.3% | -15.0%[11.4 µM] | -0.9 | 44.8%[activator]
#12 Cc1ccc(NC(=O)Nc2nnc(N(CC(C)C)CC(C)C)s2)cc1Cl
→ . | 29.6% | -1.1% | -2.0% | -5.0% | . | -9.9% | 1.2 | -33.3%[59 µM]
#13 CCC(C)(C)NC(=O)C(c1ccc(OC)cc1)N(C(=O)CCC(=O)Nc1cc(C)on1)c1cccc(OC)c1 (centres undefined)
→ -8.1% | 11.7% | -4.0% | -12.3% | -0.3% | 6.3% | ? | 1.3 | 17.9%
#14 OCC1(CCOc2ccccc2)CCN(Cc2cccn2-c2ncccn2)CC1
→ -19.1% | 29.2% | -1.9% | 4.9% | -0.1% | -6.8% | -19.4% | 0.3 | -11.1%
#15 CCOC(=O)c1c(C)[nH]c(C)c1S(=O)(=O)N(C)CC(=O)N1CCN(c2ccc(Cl)cc2)CC1
→ -12.8% | 50.3%[activator] | 3.3% | -6.5% | 4.0% | -7.2% | 1.0% | -1.1 | -1.4%[59 µM]
#16 CCOc1ccc(OCCC(=O)OCC(=O)NCCc2ccc(S(N)(=O)=O)cc2)cc1
→ -6.9% | 38.4% | 6.4% | -6.3% | -6.8% | -2.8% | -8.4% | -3.5 | 12.2%[12.7 µM]
#17 CN(C)c1ccc(N2C(=O)CC(Nc3ccc(N4CCOCC4)cc3)C2=O)cc1 (centres undefined)
→ -0.4% | 23.7% | 2.2% | 0.5% | -1.4% | 5.5% | -12.0% | 5.9 | ?
#18 Cc1cc(NS(=O)(=O)c2ccc(NS(=O)(=O)c3ccc(Br)cc3)cc2)no1
→ -4.3% | 20.6% | -35.3% | -7.2% | 13.2% | 4.9% | -8.8% | -2.5 | .
#19 CCCCOc1ccc(C(=O)Nn2c(-c3cccs3)nc3ccccc3c2=O)cc1
→ -10.1% | 27.6% | 4.9% | 10.3% | 2.5% | 6.4% | -11.8% | 2.4 | 0.4%
#20 COc1ccc(CN2CCNC(=O)C2CC(=O)NCCSc2nccn2C)cc1OC (centres undefined)
→ -22.2% | 39.7%[activator] | -15.7% | -3.4% | -4.7% | 4.9% | -12.4% | -1.8 | -48.7%
#21 Cc1cc(=O)oc2cc(OCc3cc4c(cc3Cl)OCO4)ccc12
→ -2.6% | 15.0% | -14.6% | -3.7% | 2.2% | -4.8% | -10.2% | 1.2 | 12.5%[2.33 µM]
#22 CCOC(=O)C1=CN(Cc2cccc(-c3cccnc3)c2)S(=O)(=O)N(C)C1C (centres undefined)
→ -16.1% | 46.2%[activator] | . | ? | 4.3% | 0.4% | -17.4% | 0.9 | .
#23 COc1cc(NC(=O)c2nn(C)c3c2COc2ccccc2-3)cc(OC)c1OC
→ -18.1% | 59.2%[activator] | 5.0% | 0.2% | 3.4% | -1.1% | 3.0% | -10.7 | ?
#24 CC(C)C[C@H](NC(=O)c1[nH]cnc1C(=O)Nc1ccc(Cl)cc1)C(=O)OC(C)(C)C
→ -18.0% | 27.1% | 0.8% | -6.2% | 2.0% | -10.9% | -31.9% | 0.0 | 0.1%[12.7 µM]
#25 CN(C(=O)COC(=O)CCCc1c[nH]c2ccccc12)c1c(N)n(Cc2ccccc2)c(=O)[nH]c1=O
→ ? | 30.0% | 2.7% | 1.9% | 5.9% | -2.5% | -25.0% | 10.3 | 16.6%[59 µM]
#26 Cc1cc(C)cc(NC(=O)N2CCN(C)c3ncccc32)c1
→ -12.5% | 13.5% | -23.9% | -9.9% | 10.0% | 0.9% | -19.2% | 3.2 | 7.4%[59 µM]
#27 Cc1ccccc1OCC(=O)Nc1cccc(N(C)S(C)(=O)=O)c1
→ -9.0% | 28.0% | -2.4% | -11.1% | -2.9% | . | -12.2% | -9.4 | -7.4%[59 µM]
#28 CC(C)c1cc(C(=O)OCC(=O)NC2CC2)c(O)c(C(C)C)c1
→ -9.3% | . | . | . | -1.1% | -3.4% | . | -1.3 | .
#29 CC(=O)c1ccc(N2C(=O)[C@@H]3C(CCC(N)=O)NC4(C(=O)Nc5c4ccc(Cl)c5C)[C@@H]3C2=O)cc1 (some centres undefined)
→ 0.4% | 19.6% | -9.2% | 2.8% | 4.5% | i | -19.7%[57.1 µM] | 4.7 | ?
#30 Cc1[nH]nc2c1C(c1ccco1)C(C#N)=C(N)O2 (centres undefined)
→ -0.9% | 18.3% | -13.6% | 1.3% | 6.2% | 5.4% | -8.4% | 5.5 | -4.0%
#31 COc1cccc(-c2noc(C(C)n3nc(C)c([N+](=O)[O-])c3C)n2)c1 (centres undefined)
→ -7.3% | 51.9%[activator] | 7.6% | 1.2% | 5.2% | -2.4% | -1.9% | -17.9 | 9.8%[59 µM]
#32 CCCc1nnc(NC(=O)Nc2ccc(OC)cc2)s1
→ -15.9% | 38.6% | -13.2% | 5.4% | -2.5% | i | -4.2% | -1.7 | -9.7%
#33 CCN1CCN(c2cc(C(C)C)nc3c(-c4ccccc4)c(C)nn23)CC1
→ -12.4% | 62.7%[activator] | 0.3% | 6.3% | 35.0%[activator] | -8.8% | 8.9% | -2.9 | -4.9%[59 µM]
#34 CC(C)c1ccc(NC(=O)C2(C)Cc3ccccc3C(=O)O2)cc1 (centres undefined)
→ -24.8% | 32.8% | 8.2% | -8.2% | 1.4% | -3.4% | 3.0% | 3.0 | 5.5%[59 µM]
#35 COc1ccc(/C=C2/N=C(c3cccs3)OC2=O)cc1OC(C)C
→ -9.5% | 47.0%[activator] | 10.7% | 36.1%[activator] | 14.8% | -1.2% | 6.9% | 13.3 | 9.0%[2.33 µM]
#36 O=C(Nc1ccc(Br)c2ccccc12)c1ccc2ccccc2c1O
→ -12.2% | ? | 28.2µM* | 0.9% | 16.0% | -16.9% | ? | -4.7 | 28.2µM*
#37 O=C(CN(C(=O)c1ccccc1Cl)C1CCCCC1)Nc1ccc(Cl)c([N+](=O)[O-])c1
→ -17.6% | 3.4% | -30.3% | -2.8% | 1.5% | -5.1% | ? | 5.6 | 23.2%
#38 Cc1ccc2nc3c(c(Nc4ccccc4)c2c1)CCC3
→ 0.6% | 2.6% | -38.9% | 9.7% | -7.8% | 0.1% | -25.3% | -2.1 | .
#39 COc1ccc(Cn2ccc3nc(C)c(C(=O)N4CCN(c5ccc(F)cc5)CC4)cc3c2=O)cc1
→ -13.9% | 26.2% | -16.6% | 1.4% | 5.1% | i | -27.0% | -1.1 | -4.4%[59 µM]
#40 Cc1ccc(-c2ccc(CCC(=O)O)n2-c2cccc(C(=O)O)c2)cc1
→ -11.2% | 9.8% | -12.4% | -28.8% | 31.7%[activator] | i | -26.3% | -9.2 | 44.7µM*
#41 CCCN(Cc1cccs1)C(=O)Nc1cc(Cl)ccc1C
→ -6.4% | 62.8%[activator] | 0.1% | -0.3% | -1.0% | 8.9% | -0.7% | -1.4 | -11.1%[59 µM]
#42 N=c1oc2ccc(Br)cc2cc1C(=O)NCc1ccc(F)cc1
→ -11.1% | 44.3%[activator] | -10.5% | 0.7% | -8.7% | i | -9.6% | 0.6 | .
#43 CCSc1nc(C2CC2)cc(-c2cccs2)c1C#N
→ -2.0% | 162.0%[activator] | 213.3%[activator] | 1.6% | 5.6% | 2.1% | 291.0%[activator] | 5.4 | 130.8%[activator][59 µM]

The list is partial; the hit share may differ from the screen's.
